Bioassay records from PubChem BioAssay.
JMJD2A Tudor inh: inhibitors of human JMJD2A Tudor domain; actives 4.4% (n = 390,000); AlphaScreen JMJD2A-Tudor / H3K4me3 peptide binding; AID 504339; O75164; Potency, µM (highest dose often 114 µM), for inactives: at the highest dose activity change, negative = inhibition, hits mostly inhibitors; note: % is set by controls: 0 for no effect and ±100 for the full control effect; nearly all actives have a fitted effect of over 50% in size
POLK inh: blocks human DNA polymerase kappa activity; purified Pol kappa, fluorescent DNA synthesis assay, 10 min; actives 0.53% (n = 400,000); Potency, µM (doses to about 107 µM), without a hit: top-dose activity, negative = inhibition, usual class: inhibitors; Q9UBT6; note: % is set by controls: 0 for no effect and ±100 for the full control effect
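10 nM Pol kappa was preincubated with compounds for 15 min at room temperature. Reaction started with 50 nM (final) substrate. Fluorescence read kinetically at 0 and 10 min.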
G9a inh: blocks human histone lysine methyltransferase G9a; Q96KQ7; G9a H3K9 monomethylation, AlphaScreen, 2 h; Potency, µM (highest dose often 102 µM), for the others: at the highest dose activity, negative = inhibition, usual class: inhibitors; actives 8.8% (n = 350,000); AID 504332; note: % is set by controls: 0 for no effect and ±100 for the full control effect; nearly all actives have a fitted effect of over 75% in size
Target sequence (Q96KQ7 913-1193 limits assumed): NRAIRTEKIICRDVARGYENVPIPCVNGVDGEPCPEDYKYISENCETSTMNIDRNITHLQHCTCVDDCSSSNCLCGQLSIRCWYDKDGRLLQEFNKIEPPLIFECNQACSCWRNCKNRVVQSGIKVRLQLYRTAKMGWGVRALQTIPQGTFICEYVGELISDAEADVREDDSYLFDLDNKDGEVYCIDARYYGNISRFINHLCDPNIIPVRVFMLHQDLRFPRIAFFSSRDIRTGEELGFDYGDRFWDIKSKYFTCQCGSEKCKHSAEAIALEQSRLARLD
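Step 1: enzyme (final 20 nM) with compound, 15 min RT. Step 2: substrate peptide 500 nM and SAM 20 uM, 2 h RT. Step 3: anti-H3K9me1 antibody and AlphaScreen beads, 10 min, then plate read.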
BAZ2B block: inhibitors of human BAZ2B bromodomain. AlphaScreen BAZ2B-H3K14Ac peptide displacement. Potency, µM (titrated, usually from 114 µM), inactives show top-dose activity change, negative = inhibition, actives largely listed as inhibitors. actives 4.4% (n = 360,000). AID 504333; note: % is set by controls: 0 for no effect and ±100 for the full control effect; nearly all actives have a fitted effect of over 60% in size
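AlphaScreen displacement of biotin-H3(5-23)K14Ac peptide (50 nM final) from BAZ2B (50 nM final) in PBS pH 7.4, 0.01% Tween-20; complex preformed 30 min RT, then compounds (top 110 uM) 30 min RT, beads 20 min dark.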
POLH inh: blocks human DNA polymerase eta activity. Q9Y253. recombinant Pol eta, fluorescent DNA replication assay. Potency, µM (series often up to 114 µM), for inactives: top-dose activity change, negative = inhibition, hits mostly inhibitors. actives 1.2% (n = 390,000). AID 588591; note: % is set by controls: 0 for no effect and ±100 for the full control effect
Target sequence (Q9Y253 whole entry, looked up): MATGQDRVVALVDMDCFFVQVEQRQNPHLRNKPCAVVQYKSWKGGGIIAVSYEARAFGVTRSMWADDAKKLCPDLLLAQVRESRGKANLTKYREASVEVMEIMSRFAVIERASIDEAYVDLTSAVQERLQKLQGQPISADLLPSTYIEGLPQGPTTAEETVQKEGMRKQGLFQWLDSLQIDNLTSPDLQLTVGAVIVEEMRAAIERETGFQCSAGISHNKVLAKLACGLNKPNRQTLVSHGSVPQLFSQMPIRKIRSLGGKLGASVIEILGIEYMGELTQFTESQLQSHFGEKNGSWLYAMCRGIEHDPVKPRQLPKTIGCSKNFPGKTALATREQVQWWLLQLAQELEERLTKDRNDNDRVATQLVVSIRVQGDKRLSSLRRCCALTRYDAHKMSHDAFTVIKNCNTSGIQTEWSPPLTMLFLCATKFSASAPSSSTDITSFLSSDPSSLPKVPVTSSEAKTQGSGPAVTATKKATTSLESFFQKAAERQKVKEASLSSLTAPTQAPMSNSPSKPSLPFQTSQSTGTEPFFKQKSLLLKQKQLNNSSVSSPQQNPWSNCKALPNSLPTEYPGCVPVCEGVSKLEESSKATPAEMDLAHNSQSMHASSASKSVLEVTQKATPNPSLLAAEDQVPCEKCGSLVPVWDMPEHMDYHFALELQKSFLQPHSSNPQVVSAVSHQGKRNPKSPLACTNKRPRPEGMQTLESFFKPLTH
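Fluorescent replication assay: 50 nM final substrate added after a 15 min room-temperature compound preincubation with 10 nM enzyme. Signal taken at 0 min and again at 10 min.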
POLB inh: DNA polymerase beta (human) inhibition | actives 1.3% (n = 340,000) | Pol beta primer extension/strand displacement, fluorescence kinetic | Potency, µM (top dose mostly 114 µM), inactives show at the highest dose activity change, negative = inhibition, actives largely listed as inhibitors | P06746; note: % is set by controls: 0 for no effect and ±100 for the full control effect
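Values derive from four-parameter Hill fits of normalized kinetic data: reads at 0 and 10 min following addition of 50 nM substrate to 10 nM Pol beta preincubated 15 min with compound.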
Pol iota inh: DNA polymerase iota (human) inhibition; Q9UNA4; Pol iota fluorescent replication assay, 10 min; Potency, µM (highest dose often 115 µM), inactives show at the highest dose activity, negative = inhibition, hits mostly inhibitors; actives 1% (n = 390,000); AID 588590
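Pol iota at 10 nM preincubated 15 min with compounds at room temperature; reaction started with fluorescent substrate, 50 nM final. Fluorescence read kinetically at 0 and 10 min; buffer-only wells as negative control.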
APEX1 inh: APE1 (human) endonuclease inhibition; Potency, µM (series often up to 65.8 µM), for inactives: at the top dose activity change, negative = inhibition, most hits filed as inhibitors; P27695; recombinant APE1, TAMRA/BHQ-2 abasic DNA cleavage fluorescence; actives 0.35% (n = 350,000);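 note: plate controls were vehicle for no effect and reference inhibitor for full effect; nearly all actives have a fitted effect of over 55% in size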
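0.75 nM APE1 + cpd, 15 min RT; start w/ 50 nM TAMRA/BHQ-2 THF-abasic dsDNA; kinetic fluor 525/598 nm ×3 reads @60 s; Δ(read3−read1); normalized to DMSO and NSC13755 control wells.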
BLM inh: Bloom syndrome helicase (human) inhibition; P54132; recombinant BLM DNA unwinding, fluorescence dequenching; Potency, µM (highest dose often 56.1 µM), for inactives: at the top dose activity change, negative = inhibition, usual class: inhibitors; actives 0.2% (n = 350,000);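 note: plate controls were vehicle for no effect and no enzyme for full effect; nearly all actives have a fitted effect of over 35% in size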
* hit, by the source's call; ? = inconclusive; · = not tested or not shown; [ ] = another dose, or the depositor's remark. Calls come from the whole dose curve; as a rule, active = well fitted curve in the direction sought with a large enough effect; inconclusive = small, poorly fitted or top-dose-only effect, or another doubt; inactive = no such curve, though single readings can be large; an effect the other way counts as inactive or inconclusive. Potency is the fitted concentration of half-maximal effect. Only part of the results is shown. The share of hits here may be higher or lower than overall.

Sequence of screens – JMJD2A Tudor inh	POLK inh	G9a inh	BAZ2B block	POLH inh	POLB inh	Pol iota inh	APEX1 inh	BLM inh
- COc1ccc(/C=N\Nc2ncc(F)c(N3CCOCC3)n2)cc1OC
 : -15.3%	-17.6%	·	-6.4%	-7.5%	-3.4%	134.0%[activator]	-1.3%	-6.8%
- Cc1ccc(-c2nc3ccccc3s2)cc1NC(=O)COc1ccccc1
 : 0.0%	4.6%	6.0%[59 µM]	1.3%	-14.2%	-5.6%	38.9%[activator]	·	-2.5%
- Cc1ccccc1OCC(O)Cn1c(N2CCCCC2)nc2c1c(=O)[nH]c(=O)n2C (configuration not stated)
 : -20.8%	-11.1%	21.7%[59 µM]	-20.5%	-9.3%	10.4%	16.7%	8.7%	-1.2%
- Cc1ccc(S(=O)(=O)N2CCCCC2C(=O)O)cc1 (configuration not stated)
 : 0.7%	-9.9%	-9.4%	-19.2%	3.2%	-2.4%	-21.3%	9.8%	-7.4%
- COc1ccc(-c2cn3c(C)c(C(=O)Nc4cc(C)cc(C)c4)sc3n2)cc1
 : -14.4%	-4.7%[60.1 µM]	4.0%[59 µM]	0.8%	-8.5%	-7.8%	4.1%	·	0.8%
- O=C(CCC1CCCCC1)NCc1ccncc1
 : -0.8%[57.1 µM]	-4.8%	?	-4.0%	-16.9%	8.2%	-4.1%	-4.6%	1.5%
- O=C(NC(=S)Nc1ccc(S(=O)(=O)Nc2nccs2)cc1)c1ccc(Br)o1
 : -34.1%	-20.9%	?	-3.0%	11.0%	3.1%	?	-2.6%	-10.7%
- CN(C)S(=O)(=O)c1ccc(Cl)c(NC(=O)CN2CCNC(=O)C2)c1
 : -7.2%	-5.5%	5.3%	-6.1%	-6.2%	5.7%	62.3%[activator]	-4.7%	-0.2%
- Cc1cc(C)cc(N(C(=O)CNC(=O)c2ccco2)C(C(=O)NC2CCCCC2)c2ccncc2)c1 (configuration not stated)
 : -17.9%	-4.1%	13.5%	-7.6%	-15.3%	6.1%	47.7%[activator]	15.3%	-3.3%
- COc1ccccc1C(=O)NC(=S)Nc1ccc(Cc2ccncc2)cc1
 : -26.8%	-11.3%	31.6µM*	?	?	-16.2%	?	41.6%[activator]	-7.2%
- O=C(COC(=O)Cc1cn2ccsc2n1)NC12CC3CC(CC(C3)C1)C2
 : -2.3%[11.4 µM]	2.6%	15.4%	6.5%	0.5%	-18.2%	8.8%	-3.8%	-1.8%
- Nc1ccccc1C(=O)N=Nc1[nH]c(N)c2ccccc12
 : 79.4µM*	-14.3%	7.8%[59 µM]	35.5µM*	-7.9%	10.3%	66.9%[activator]	-1.1%	-1.7%
- C=CCn1cnnc1SCC(=O)N(C)CC1COc2ccccc2O1 (configuration not stated)
 : -15.8%	-17.3%	·	·	-4.1%	·	100.2%[activator]	32.6%	·
- O=C(Nc1ccccc1[N+](=O)[O-])c1cccc(N2C(=O)CCC2=O)c1
 : -13.2%	-12.8%	·	15.3%	12.5%	-2.5%	4.2%	-0.4%	0.2%
- O=C(O)c1c(C(=O)O)c(-c2ccc(Cl)c(Cl)c2)n2c1CSC2
 : -22.4%	-44.9%	44.7µM*	-36.6%	50.1µM*	?	?	-3.8%	-2.4%
- CC(=O)Nc1cccc(OCc2ccc(S(=O)(=O)Cc3ccccc3)cc2)c1
 : 0.7%	-5.2%	4.7%[59 µM]	28.8%	-1.9%	3.5%	10.8%	?	-3.1%
- Fc1ccc(Cc2nnc(-c3cccs3)o2)cc1
 : 4.9%	-18.2%	3.3%[59 µM]	6.3%	-15.3%	4.8%	15.7%	0.7%	6.5%
- O=C(O)CCCNC(=O)/C(=C\c1ccccc1F)NC(=O)c1ccccc1
 : -9.1%	4.2%	14.5%	17.7%	-7.4%	7.5%	12.1%	-3.0%	6.8%
- CCOc1ccc2c(c1)c(=O)c(C(=O)c1ccccc1)cn2Cc1ccccc1F
 : -14.5%	-27.2%	6.9%[59 µM]	-2.3%	4.1%	-6.9%	?	·	-6.8%
- O=C1NN=C(c2ccccc2)CC1c1ccc(Cl)cc1Cl (configuration not stated)
 : -8.4%	-15.8%	-16.9%	-6.7%	0.5%	1.5%	6.7%	-11.7%	-7.0%
- COC(=O)C1CCN(C(=O)COC(=O)c2cc([N+](=O)[O-])ccc2N2CCOCC2)CC1
 : -30.1%	-15.0%	-0.5%[12.7 µM]	11.8%	-3.2%	·	8.9%	7.7%	·
- COc1ccccc1NS(=O)(=O)c1ccc(C(=O)NCC(c2ccco2)N(C)C)cc1 (configuration not stated)
 : -23.3%	-1.1%	13.6%[12.7 µM]	3.1%	-1.8%	·	14.4%	18.6%	·
- CCOc1ccc(-n2c(SCC(=O)OC)nc3sc4c(c3c2=O)CCN(C)C4)cc1
 : -24.6%	-2.3%	?	-22.9%	5.6%	1.4%	-7.3%	-21.8%	1.8%
- O=C(O)c1cc([N+](=O)[O-])ccc1NCc1ccccc1
 : -23.7%	-3.5%	?	?	1.3%	5.2%	76.9%[activator]	3.6%	-3.8%
- Cc1ccnc(Sc2ccc([N+](=O)[O-])cc2[N+](=O)[O-])n1
 : -35.8%	-9.2%	-44.9%[59 µM]	?	-20.8%	-19.2%	?	-1.5%	-2.6%
- COc1ccc(OCC(=O)Nc2ccc3c(c2)nc(CCN2CCC(C)CC2)n3C)cc1
 : -3.3%	-4.4%	45.1%	-23.2%	-9.7%	0.0%	42.7%[activator]	50.5%	-5.4%
- Cc1c(C(=O)c2ccc(F)cc2)c2ccccn2c1CCc1ccccn1
 : -30.1%	0.4%	44.7µM*	-38.9%	-16.5%	?	51.3%[activator]	-2.0%	-4.4%
- O=S(=O)(O)CCN1CCOCC1
 : 3.7%	0.0%	-30.9%	-5.6%	?	46.7%	15.5%	-1.7%	-2.3%
- COc1ccc(CN(C)C(=O)CSc2nnc(C3CC3)n2C2CC2)cc1
 : -2.1%	-22.0%	?	15.4%	-1.8%	·	12.4%	5.1%	·
- COc1ccccc1NC(=O)CN1C(=O)C(C)(C)c2ccccc21
 : 3.2%	-4.8%[60.1 µM]	16.5%[59 µM]	2.8%	-20.7%	-16.6%	17.6%	·	-1.1%
- CC(C)C[C@H](NC(=O)c1nc[nH]c1C(=O)N1CCN(c2ccccc2)CC1)C(=O)OCc1ccccc1
 : ?	-11.7%	-37.2%[59 µM]	?	-20.0%	?	-5.4%	-2.9%	-16.7%
- CCOc1ccccc1N(CC(=O)N1CCc2ccccc2C1)S(=O)(=O)c1ccccc1
 : -27.1%	-15.6%	-11.3%[59 µM]	-17.7%	-10.3%	15.0%	-29.7%	·	-7.5%
- O=C1CC(N2CCCN(C3CC(=O)N(c4ccc(F)cc4)C3=O)CC2)C(=O)N1c1ccc(F)cc1 (configuration not stated)
 : -21.5%	-6.6%	?	3.0%	2.2%	25.3%	-4.5%	-1.6%	-1.4%
- O=C(COC(=O)c1cccs1)c1ccc2c(c1)OCCO2
 : -8.0%	-7.2%	?	5.8%	-10.7%	1.9%	-1.5%	-5.8%	0.4%
- O=C(CCC(=O)N1CCSc2ccccc21)NCCc1ccccc1
 : -13.4%	-6.8%	11.2%	-5.5%	-10.3%	?	?	36.1%	-0.2%
- CCN(c1ccccc1)S(=O)(=O)c1ccc(C(=O)N(CCN(C)C)c2nc3c(F)cc(F)cc3s2)cc1
 : ·	·	44.7µM*	-14.6%	·	-12.3%	·	18.1%	-2.1%
- O=C(NC1CCCCCC1)c1ccc(CS(=O)Cc2ccccc2Cl)o1 (configuration not stated)
 : -5.3%	-0.2%	-15.7%	-2.6%	-5.5%	1.5%	-5.7%	13.0%	0.6%
- O=C1SC(Nc2ccc(Cl)cc2)C(=O)N1Cc1ccccc1 (configuration not stated)
 : 7.8%	-29.6%	-43.0%[59 µM]	15.0%	-14.0%	-1.1%	0.4%	·	-10.0%
- COCC(=O)N1CCC(n2nnc3cc(C(F)(F)F)ccc32)CC1
 : -4.2%	5.8%	-4.1%	-5.7%	-9.6%	0.5%	29.5%	1.9%	-0.2%
- Cc1ccc(S(=O)(=O)c2c(N)n(CC3CCOC3)c3nc4ccccc4nc23)cc1 (configuration not stated)
 : 19.0%	-11.8%	-4.8%[59 µM]	-2.3%	-19.6%	?	24.6%	-11.1%	-7.3%
- O=C(O)c1cc2c(N3CCC(Cc4ccccc4)CC3)ncnc2s1
 : -19.9%	1.7%	-35.9%	?	8.8%	-12.5%	-3.0%	-2.4%	-1.3%
- S=C1NCN(Cc2cccnc2)CN1
 : -4.9%	-4.7%	-1.8%	1.3%	-0.6%	20.2%	121.3%[activator]	-2.4%	-1.0%
- CCCCN(Cc1ccccc1)C(=O)c1cnc2n(c1=O)CCS2
 : -10.5%	-14.6%	·	0.6%	-11.7%	8.6%	5.5%	13.3%	0.8%
- CCOC(=O)CNC(=O)c1c2c(nc3ccccc13)CCCC2
 : -6.2%	-10.8%[60.1 µM]	·	-1.0%	-3.3%	0.2%	17.6%	-0.1%	0.5%
- CCOC(=O)c1cc(-c2ccc(C)cc2)n(CCC(=O)N2CCN(c3ccccn3)CC2)c1C
 : 35.5µM*	-5.3%	28.2µM*	44.7µM*	-18.0%	5.2%	26.0%	-2.5%	-13.0%
- O=C(CCCC(=O)N1CCc2ccccc21)N1CCc2ccccc21
 : 3.1%	-19.1%	-10.5%	12.4%	-15.4%	33.8%	16.5%	2.6%	0.1%
- O=C(O)c1coc2ccccc12
 : -5.8%	2.1%	?	-17.4%	-15.5%	10.5%	6.9%	5.3%	-0.1%
- C=C(C)C(=O)OCC(O)COc1ccc(C(C)(C)c2ccc(OCC(O)COC(=O)C(=C)C)cc2)cc1 (configuration not stated)
 : 3.6%	1.6%	11.3%[12.7 µM]	3.9%	?	·	3.5%	4.5%	·
- O=C(N/N=C/c1ccnc2ccccc12)c1ccccc1O
 : 100µM*	-0.9%	3.9%	-14.4%	-8.8%	17.1%	60.1%[activator]	-35.6%	2.9%
- Cc1ccc(C(=O)Nc2ccc(C(=O)O)cc2)cc1S(=O)(=O)NCc1ccccc1
 : -6.4%	-0.7%	3.4%	-3.3%	-22.6%	2.5%	15.9%	4.5%	-5.7%
- COc1ccc(S(=O)(=O)N2CCC(Oc3cccc(C(F)(F)F)c3)CC2)cc1OC
 : -12.6%	0.2%	13.6%[59 µM]	2.9%	-6.5%	2.3%	5.4%	·	-2.0%
